# Source: PubChem
# A-T KAP1 phos: potential ataxia-telangiectasia treatments restoring KAP-1 phosphorylation | […] A-T fibroblasts, KAP-1 phosphorylation AlphaLISA; neocarzinostatin DNA damage 30 min before lysis | Potency, µM (top dose mostly 57.5 µM), inactives show top-dose activation, actives largely listed as activators | hit rate 0.19% among 320,000; further: potency means the concentration at half of the fitted maximal effect; % of control where 0% means no effect; nearly all actives have a fitted effect of over 45% in size
#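 ATM-like activity read as KAP-1 phosphorylation via AlphaLISA donor/acceptor antibody pairs after lysis and 6 hr at 25C. Cells were ATM-null patient fibroblasts ([…], hTERT), dosed 60 min, then exposed to the DSB inducer NCS for 30 min.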
# ELG1 DNA repair: ELG1-dependent DNA repair inhibition; Potency, µM (top dose mostly 46.1 µM), for inactives: at the highest dose activity change, negative = inhibition, usual class: inhibitors; HEK293T ELG1-luciferase reporter, luminescence, 16 h; DNA damage induced by 5-fluorouridine; hit rate 2.3% among 330,000; further: potency means the concentration at half of the fitted maximal effect; on the % scale 0 is the no-effect control and ±100 the full control effect; nearly all actives have a fitted effect of over 55% in size
#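 Quantitative HTS, concentration-response format. 2,000 cells/well co-treated with 5-fluorouridine and compound, 16 hr in 5% CO2 at 37 °C; ONE-Glo luminescence read after 30 min.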
# Tb PFK inh: T. brucei PFK enzyme inhibition. O15648. T. brucei PFK, ADP-Glo luminescence. Potency, µM (series often up to 57.5 µM), inactives show top-dose activity, negative = inhibition, most hits filed as inhibitors. hit rate 0.17% among 330,000. AID 485367;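 further: potency means the concentration at half of the fitted maximal effect; 0% = uninhibited 1x PFK enzyme wells and -100% = no-enzyme wells; nearly all actives have a fitted effect of over 60% in size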
#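 Luminescent ADP detection (ADP-Glo, two-step: ATP depletion then ADP-to-ATP conversion for luciferase) reported PFK activity after 45 min room-temperature reaction of 1.25 nM enzyme with 0.5 mM F6P and 0.1 mM ATP at pH 8.0.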
# TSHR antag: blocks TSH signaling through the human TSH receptor; TSHR-expressing cells, TSH-stimulated cAMP HTRF, 2 h; active compounds read low; activity change, negative = inhibition, % at 11.5 µM; P16473; AID 504810; hit rate 0.2% among 330,000;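 active means activity change below a set negative limit, meaning inhibition stronger than a set level, cut at about -70% in these data; inconclusive means activity change between two set negative limits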; further: on the % scale 0 is the no-effect control and ±100 the full control effect
#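 Antagonism was scored as loss of TSH-driven cAMP in TSHR cells, stimulated with 4nM TSH (EC80) for 2 hours at 37 deg C and detected by homogeneous HTRF competition immunoassay.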
# Mito fusion yeast: blocks mitochondrial division or promotes mitochondrial fusion; S. cerevisiae fusion-defective mutant growth rescue, CellTiterGlo 48 h; AID 485298; Potency, µM (titrated, usually from 46.1 µM), inactives show top-dose growth rescue (activation), most hits filed as activators; hit rate 0.23% among 320,000;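 further: potency means the concentration at half of the fitted maximal effect; % of control where 0% means no effect; nearly all actives have a fitted effect of over 45% in size; temperature-sensitive fusion mutants such as fzo1-1 at 37 °C on non-fermentable ethanol glycerol medium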
#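 Growth-rescue viability read-out: after 48 h at the non-permissive 37C in glycerol/ethanol YPEG, yeast mitochondrial fusion mutants are measured by CellTiterGlo luminescence; compounds (23 nl pinned per well) restoring growth score as division inhibitors or fusion activators.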
# Integrin act MD: activators of alpha7 integrin expression for muscular dystrophy. alpha7betagal myoblasts, beta-gal FDG fluorescence, 48 h. Potency, µM (top dose mostly 38.3 µM), for the others: at the top dose activation, usual class: activators. hit rate 0.064% among 350,000. AID 624291;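 further: potency means the concentration at half of the fitted maximal effect; 100% = response of the positive control SU9516; nearly all actives have a fitted effect of over 60% in size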
#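 alpha7betagal+/- myoblasts (passage 13, 250/well) treated 48 h at 37C with compounds at 1:260 dilution of DMSO stock. Lysed, then beta-galactosidase activity read as FDG fluorescence (ex 480/em 540) after 30 min, with pre-read for autofluorescence.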
# PTAP TSG101 blk: blocks PTAP/TSG101 interaction to inhibit HIV-1 budding. Q99816. Fluorescence polarization, FITC-PTAP peptide / Tsg101 binding. Potency, µM (doses to about 115 µM), inactives show top-dose activity change, negative = inhibition, usual class: inhibitors. 340,000 tested, under 10 active; active means well fitted inhibition curve with a large enough effect in the main read-out, with a control signal flat, not every such curve was filed as active; inconclusive means small, poorly fitted or top-dose-only effect, or effect the other way, or a change in a side signal; inactive means no such curve, though single readings can be large or run the other way; further: potency means the concentration at half of the fitted maximal effect; % of control where 0% means no effect
# Target sequence (Q99816 whole entry, looked up): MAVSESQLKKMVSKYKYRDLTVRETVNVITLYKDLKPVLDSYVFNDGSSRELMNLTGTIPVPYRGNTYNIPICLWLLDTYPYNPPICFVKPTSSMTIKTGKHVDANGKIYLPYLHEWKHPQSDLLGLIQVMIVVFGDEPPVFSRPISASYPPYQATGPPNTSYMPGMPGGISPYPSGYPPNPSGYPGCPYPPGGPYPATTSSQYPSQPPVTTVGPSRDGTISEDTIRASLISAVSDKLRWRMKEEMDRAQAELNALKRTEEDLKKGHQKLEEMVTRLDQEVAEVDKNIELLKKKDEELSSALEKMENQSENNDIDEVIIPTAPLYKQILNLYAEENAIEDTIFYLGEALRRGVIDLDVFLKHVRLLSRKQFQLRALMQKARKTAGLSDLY
#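 Tsg101 binding domain (10 uM final) was mixed with compound and a FITC-labeled PTAP peptide (50 nM final) in HEPES pH 7.5 buffer with NaCl, Tween 20, EDTA and TCEP; fluorescence polarization was read after 20 min at r.t.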
# Chronic BCR inh: inhibitors of chronic active B-cell receptor signaling. ABC-DLBCL IkBa-CBG/CBR reporter, luminescence ratio, 4 h. Potency, µM (series often up to 46.1 µM), for the others: at the top dose ratio change, negative = lower green/red ratio, hits mostly inhibitors. hit rate 0.05% among 340,000; active means well fitted inhibition curve with a large enough effect in the signal ratio, with a control signal flat, not every such curve was filed as active; inconclusive means small, poorly fitted or top-dose-only effect, or effect the other way, or a change in a side signal; the % refers to the signal ratio;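 further: potency means the concentration at half of the fitted maximal effect; plate controls were basal doxycycline-induced cells for no effect and cells given 10 µM MG132 for full effect; MG132 reads +100%, hits lower the ratio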
#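 Compounds up to 46 uM were incubated four hours with TMD8 cells whose green CBG68 luciferase is fused to IkappaBalpha; red CBR luminescence normalised the signal, and concentration-effect curves were fitted to fusion, red and ratio data.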
# Eya2 phos inh: Eya2 (human) phosphatase inhibition; O00167; recombinant Eya2, OMFP fluorescence dephosphorylation (OMFP is methylfluorescein phosphate); Potency, µM (top dose mostly 76.9 µM), inactives show at the top dose activity, negative = inhibition, usual class: inhibitors; hit rate 0.006% among 330,000; further: potency means the concentration at half of the fitted maximal effect; on the % scale 0 is the no-effect control and ±100 the full control effect
# Target sequence (O00167 whole entry, looked up): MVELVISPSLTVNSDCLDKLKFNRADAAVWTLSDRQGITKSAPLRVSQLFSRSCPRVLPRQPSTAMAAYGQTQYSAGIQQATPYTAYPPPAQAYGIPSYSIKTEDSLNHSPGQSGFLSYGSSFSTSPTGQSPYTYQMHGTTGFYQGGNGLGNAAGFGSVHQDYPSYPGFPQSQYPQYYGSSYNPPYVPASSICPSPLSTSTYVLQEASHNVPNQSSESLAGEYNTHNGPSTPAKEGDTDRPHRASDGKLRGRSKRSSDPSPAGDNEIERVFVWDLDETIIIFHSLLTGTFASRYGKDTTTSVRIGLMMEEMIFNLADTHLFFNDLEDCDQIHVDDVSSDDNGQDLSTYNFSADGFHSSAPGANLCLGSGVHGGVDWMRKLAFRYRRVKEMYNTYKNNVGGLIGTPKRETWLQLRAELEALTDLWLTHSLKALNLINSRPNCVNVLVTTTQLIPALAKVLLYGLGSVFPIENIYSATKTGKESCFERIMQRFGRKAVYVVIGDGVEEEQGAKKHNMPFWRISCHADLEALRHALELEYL
#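 Eya2 protein (added as 0.2 uM solution) was preincubated with compound for 10 min at ambient temperature in 50 mM HEPES pH 7.5, 50 mM NaCl, 5 uM MgCl2, 0.05% BSA, 1 mM DTT. OMFP (added at 50 uM) then reacted 10 min; fluorescence read at 485/525 nm.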
# ASM inhibitor: inhibitors of human secretory acid sphingomyelinase; P17405; placental ASM, HMU-PC fluorogenic substrate, 60 min; Potency, µM (series often up to 57.5 µM), inactives show top-dose activity change, negative = inhibition, most hits filed as inhibitors; hit rate 0.006% among 340,000; AID 504937; further: potency means the concentration at half of the fitted maximal effect
#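 Steps: dispense placental human ASM, pin compound, wait 10 min at room temperature, add HMU-PC0 substrate at 9 uM final, incubate 60 min at 37 °C, add stop solution raising pH to 10, read fluorescence.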
# TCR act: T cell receptor activation. Potency, µM (highest dose often 9.22 µM), for the others: at the highest dose activation of IL-2 secretion, actives largely listed as activators. primary human leukocytes, anti-CD3, IL-2 HTRF, 48 h. 330,000 tested, under 10 active. AID 504894; further: % of control where 0% means no effect
#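 48 hr co-incubation of compounds, a-CD3 beads and primary human leukocytes; IL-2 quantified homogeneously by HTRF with anti-IL-2 K and d2 conjugates.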
# Numbers without * were called inactive; ? = inconclusive; . = no result given; [ ] = dose if it differs, or a comment. Unless noted, the call rests on the fitted dose curve; in most records, active means well fitted curve in the direction sought with a large enough effect; inconclusive means small, poorly fitted or top-dose-only effect, or another doubt; inactive means no such curve, though single readings can be large; an effect the other way counts as inactive or inconclusive.
Molecule	A-T KAP1 phos	ELG1 DNA repair	Tb PFK inh	TSHR antag	Mito fusion yeast	Integrin act MD	PTAP TSG101 blk	Chronic BCR inh	Eya2 phos inh	ASM inhibitor	TCR act
Cn1nnnc1Sc1ccc([N+](=O)[O-])cc1Cl	-10%	14%	4%	4	-3%	-53%[inhibitor]	-3%	0%	8%	1%	-10%
NS(=O)(=O)c1ccc(NC(=O)COC(=O)c2cc([N+](=O)[O-])ccc2Cl)cc1	-1%	-5%	-4%	-4	0%	-2%	-1%	5%	4%	-3%	-2%
CCOC(=O)c1[nH]c(C)c(C(=O)OCC(=O)NC2CCS(=O)(=O)C2)c1C (configuration not stated)	1%	18%	0%	-5	-6%	?	-3%	?	3%	-1%	6%
O=C1NC(c2ccncc2)C(C(=O)c2cccs2)C(O)(C(F)(F)F)N1 (configuration not stated)	-6%	10%	0%	2	0%	12%	-3%	4%	-5%	2%	-1%
CCc1ccc(NC(=O)C2CCN(C(=O)[C@@H]3Cc4ccccc4CN3)CC2)cc1	5%	?	12%	15	-19%	-73%[inhibitor]	-1%	?	-9%	1%	-15%
C=CCN(c1ccccc1)S(=O)(=O)c1cccc(C(=O)OCC(=O)NC2CC2)c1	-4%	9%	-1%	-1	26%	-9%	0%	12%	9%	-1%	-5%
O=C(N/N=C/c1cccnc1)c1cccc(F)c1	2%	?	-2%	-1	1%	-6%	-6%	-2%	-27%	-3%	5%
Cc1ccc(N2C(=O)C(NC(=O)c3c(F)cccc3F)(C(F)(F)F)C3=C2CC(C)(C)CC3=O)cc1 (configuration not stated)	7%	?	1%	11	0%	-16%	0%	3%	3%	1%	-4%[46.1 µM]
O=C(NC(C1CC1)C1CC1)C1CCC(=O)N(CCCN2CCCC2=O)C1 (configuration not stated)	2%	19%	-4%	-1	-4%	7%	-4%	6%	-4%	1%	-2%
COc1ccccc1NC(=O)CCNC(=O)c1ccc(C)cc1	13%	4%	-1%	-2	0%	2%	0%	2%	-5%	-3%	-3%
CC(C(=O)N1CCc2ccccc21)N1CCN(c2ccccn2)CC1 (configuration not stated)	9%	-2%	?	12	0%	20%	0%	?	6%	4%	-1%[46.1 µM]
Cc1ccccc1NC(=O)CSc1nnc(Cc2ccccc2)o1	5%	-12%	-2%	-8	-3%	-1%	-1%	-2%	-13%	0%	4%[46.1 µM]
C[C@H](NS(=O)(=O)c1ccccc1F)C(=O)OCC(=O)N1CCc2ccccc21	3%	9%	2%	0	-1%	-4%	-7%	17%	-19%	1%	1%
O=C(O)c1cc(-c2ccc(N3CCOCC3)cc2)nn1-c1ccccc1Cl	2%	-1%	6%	1	-3%	13%	-2%	0%	-6%	3%	.
CCN(CC)C(=O)COc1ccc2c3c(c(=O)oc2c1)CCCC3	-2%	12%	1%	-9	-5%	-2%	0%	?	0%	-2%	-10%
CN(CC(=O)Nc1ccccc1Cl)CC(=O)N1CCc2ccccc21	11%	-8%	-2%	-21	3%	2%	?	-3%	4%	4%	3%
N#CCCCn1c(=O)oc2ccccc21	-1%	-3%	-2%	1	-7%	14%	0%	0%	4%	0%	-9%
Cc1cc(C)c(C(CC(=O)c2cccs2)C(C#N)C#N)c(C)c1 (configuration not stated)	-1%	?	0%	-3	28%	-73%[inhibitor]	3%	?	-10%	-4%	-3%[46.1 µM]
CCOC(=O)c1sc2nc(C)nc(NCCc3ccc(S(N)(=O)=O)cc3)c2c1C	2%	9%	2%	7	4%	?	-1%	15%	15%	-2%	9%
CCOC(=O)Nc1cc(NC(=O)OCC)c(C)nc1C	-3%	5%	1%	-1	10%	-4%	-2%	-12%	3%	2%	0%
O=C1CCc2cc(S(=O)(=O)Nc3ccccc3)cc3c2N1CCC3	6%	-14%	-6%	4	5%	1%	4%	-2%	22%	6%	0%
COc1ccc(SCc2noc(C(=O)NCC3CCCO3)c2C(=O)O)cc1 (configuration not stated)	-5%	7%	-1%	-6	1%	-3%	-6%	-10%	2%	2%	3%
O=C(Cn1c(=O)n(CC2CCCO2)c(=O)c2ccccc21)c1ccc(Cl)c(Cl)c1 (configuration not stated)	0%	13%	0%	-15	1%	10%	1%	-19%	-20%	-6%	1%
COc1cc(NC(=O)C2CCCCC2)c2ncccc2c1	2%	14%	3%	-19	?	-25%	3%	?	3%	-3%	-5%
Cc1ccc(-n2ncc(-c3nn[nH]n3)c2N)cc1	-7%	19%	-1%	-9	-1%	?	-1%	?	14%	2%	0%
CCOC(=O)C1CCN(C(=O)Cn2cc(C(=O)C3CC3)c3ccccc32)CC1	6%	-4%	-7%	0	0%	-18%	-4%	13%	-15%	2%	0%
COc1ccc(S(=O)(=O)N2CCCC(C(=O)NCc3ccco3)C2)cc1OC (configuration not stated)	7%	?	-11%	-5	?	5%	-6%	-1%	-6%	-8%	-6%
CN(CC(=O)N1CCCCC1)S(=O)(=O)c1cccc2nsnc12	12%	?	-5%	11	-5%	10%	-7%	7%	-11%	3%	-2%
CC(C)N1CCN(C(=O)C2CCC(=O)N(CCc3cccc(F)c3)C2)CC1 (configuration not stated)	-3%	?	3%	-1	0%	-1%	-1%	1%	-9%	4%	-7%
O=C(NCCc1ccc(Cl)cc1)c1ccc(CS(=O)Cc2ccc(Cl)cc2)o1 (configuration not stated)	3%	?	-16%	-3	-9%	3%	-2%	-12%	-6%	-2%	-1%

# (more compounds)
Molecule	A-T KAP1 phos	ELG1 DNA repair	Tb PFK inh	TSHR antag	Mito fusion yeast	Integrin act MD	PTAP TSG101 blk	Chronic BCR inh	Eya2 phos inh	ASM inhibitor	TCR act
O=C(NC(=O)N1CCN(c2cccc(Cl)c2)CC1)c1ccccc1	7%	-2%	-29%	21	10%	10%	-2%	-1%	5%	0%	5%
CCCN(C(=O)c1c(-c2ccccc2)noc1C)c1c(N)n(Cc2ccccc2)c(=O)[nH]c1=O	12%	-8%	8%	-16	9%	11%	-6%	?	7%	4%	1%
CCOc1ccc(NC(=O)Nc2cc(C)ccc2F)cc1	.	?	-10%	-10	-3%	25%	-4%	?	25%	-2%	4%
O=c1[nH]c(-c2ccc(Cl)cc2)cs1	-4%	?	-4%	-9	6%	23%	-5%	?	6%	0%	2%
Cc1ccc(Nc2nc(N)nc(CN3CCN(Cc4ccccc4)CC3)n2)cc1Cl	30%	-20%	-6%	5	-2%	-34%	-2%	3%	8%	0%	1%
CCc1nnc(NC(=O)CSc2nnc(CCc3nc4ccccc4[nH]3)n2C)s1	0%	14%	-1%	-3	-2%	7%	-1%	-1%	16%[15.4 µM]	7%	2%
COc1ccc(C(C)C)cc1S(=O)(=O)NCc1ccccn1	7%	0%	-2%	-11	-2%	-37%	-1%	-1%	0%	4%	-6%
COC(=O)[C@@H](NC(=O)/C=C/c1ccc(OC)cc1)C(C)C	-2%	?	-1%	-7	0%	23%	-1%	?	11%	3%	4%
CSc1nnc(NC(=O)c2ccco2)s1	3%	?	2%	-1	0%	8%	3%	?	6%	0%	.
COc1ccc(C(OCC(O)CN(C)C2CCCCC2)c2ccc(OC)cc2)cc1 (configuration not stated)	-19%	11%	1%	1	-22%	-199%[inhibitor]	-1%	?	?	-2%	4%
Nc1nonc1-n1nnc(C(=O)N/N=C/c2ccc(Cl)cc2Cl)c1CN1CCCCC1	0%	8%	2%	17	-1%	-14%	0%	3%	1%	1%	-4%
O=C(Cn1nc(-c2ccccc2)c2ccccc2c1=O)Nc1ccccn1	0%	1%	-4%	7	-1%	-15%	-1%	3%	-7%	-1%	-1%
COc1ccc2oc(-c3ccccc3)c(C(=O)N(C)C)c2c1	1%	-8%	0%	3	-2%	-3%	1%	1%	5%	35%[activator]	-2%
COc1ccccc1Nc1nc(N)nc(CSc2ncccn2)n1	-8%	?	1%	2	-5%	-6%	-4%	2%	0%	1%	.

# Rows are unselected; 3.2% or so of the library scored in one or more.
